# NFkB transloc pot: enhances IL-1B driven NFkB nuclear translocation | HUVEC IL-1B NFkB p65 nuclear translocation imaging | activation, % at 2 µM | hit rate 0.3% among 94,000;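 active = activation above 40%, about the mean plus 3 SD, also judged a hit on visual image review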;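 note: percent activation is computed from the nuclear over cytoplasmic p65 intensity ratio; values of inactives mirror those of a sister screen read the other way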
# MRP resist rev: reverses drug resistance mediated by MRP | H69AR cells + 2 uM doxorubicin, CellTiter-Glo, 72 h | differential viability (reversal), % at 10 µM | hit rate 0.04% among 85,000 | AID 602;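 active = viability drop by adding the cancer drug above about 55%, with treated viability meeting a 40% cutoff, limit read from the data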;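 note: viability without doxorubicin minus viability with 2 µM doxorubicin for each compound; larger differential means the compound sensitizes cells more to doxorubicin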
# NFkB transloc inh: blocks IL-1B driven NFkB nuclear translocation in HUVEC cells; HUVEC IL-1B NFkB p65 nuclear translocation imaging; hit rate 0.43% among 94,000; inhibition, % at 2 µM;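 active = inhibition above about 30% together with a positive call from visual inspection of the well image, limit read from the data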;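 note: nuclear over cytoplasmic p65 intensity ratio measured by imaging; 0% = IL-1B stimulated DMSO wells and 100% = unstimulated DMSO wells; values of inactives mirror those of a sister screen read the other way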
# Bcl-B TR3 displacers: displacers of TR3 peptide from Bcl-B, primary screen, selectivity assay for Bfl-1 inhibitor project, biochemical, fluorescence polarization | AID 748 | FP displacement of FITC-TR3 peptide from Bcl-B; higher % means a stronger effect | displacement, % at 20 µM; hits with a dose series show IC50 in µM | hit rate 0.11% among 96,000;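 active = displacement above 50% at 20 µM plus a fluorescence interference ratio under 1.5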;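 note: plate controls were wells without compound for no effect and wells lacking Bcl-B protein for full effect; a part of the inactive calls stands beside numbers as strong as those of hits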
# PLAP inhibitors HTS: inhibition of human placental alkaline phosphatase – biochemical, luminescence, HTS (AID 690). purified PLAP, luminescent substrate; higher % means a stronger effect. inhibition, % at 20 µM; hits with a dose series show IC50 in µM. hit rate 0.08% among 96,000; in the data active = a potency from the dose series; inactive = the rest, 99 in 100 with inhibition below about 30%; note: strong numbers were not always called active
# MRP resist rev cytotoxicity: recorded beside MRP resist rev, whose call it bears; viability, %; H69AR cells, CellTiter-Glo, 72 h; measured here: cytotoxicity without doxorubicin
# MRP resist rev with doxorubicin: also measured in MRP resist rev; calls as there; viability, %; measured here: viability with 2 uM doxorubicin; active compounds read low
# NFkB transloc inh cell count 2 µM: also measured in NFkB transloc inh; calls as there; cell count; measured here: cells passing quality filter;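 raw number of nuclei counted in each imaged well without normalization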
# NFkB transloc pot cell count 2 µM: further read-out of NFkB transloc pot, marked with its call; cell count; measured here: cells passing quality filter
# Starred values were filed as active, the others as inactive; . = not tested or not shown. Only part of the results is shown; the hit share may differ from the screen's.
SMILES,NFkB transloc pot,NFkB transloc pot cell count 2 µM,MRP resist rev,MRP resist rev cytotoxicity,MRP resist rev with doxorubicin,NFkB transloc inh,NFkB transloc inh cell count 2 µM,Bcl-B TR3 displacers,PLAP inhibitors HTS
Cc1nn(-c2ccccc2)c(C)c1/C=N/O,5,241,1,90,88,-5,241,-2%,21%
COc1ccc(NC(=O)CSc2ccccn2)cc1,-10,175,0,82,82,10,175,.,.
COc1ccc2c(c1)CCc1c(C(=O)N3CCc4ccccc4C3)noc1-2,8,143,-3,95,98,-8,143,0%,-37%
CCCNC(=O)c1cc(-c2ccc(Br)cc2)on1,-8,139,-2,85,87,8,139,0%,-5%
O=C(N/C(=C\c1cccc([N+](=O)[O-])c1)C(=O)N1CCCCC1)c1cccs1,23,143,.,.,.,-23,143,-2%,11%
Cc1nnc(NC(=O)CSc2nc3ccccc3o2)s1,17,94,16,107,91,-17,94,.,.
Cc1cc(=O)[nH]c(N2CCCC2)n1,-4,175,-5,97,102,4,175,-4%,17%
CCOC(=O)C1CCC2(CC1)C(C#N)=C(N)Oc1n[nH]c(C)c12 (stereo unspecified),-4,154,5,98,93,4,154,.,.
Cc1cc(-c2nc3ncccc3o2)ccc1NC(=O)CC(C)C,4,77,.,.,.,-4,77,-6%,-19%
O=C1CCC(C(=O)OCc2cc(Cl)ccc2OC(F)F)N1 (stereo unspecified),2,185,3,93,90,-2,185,1%,0%
O=S(=O)(Nc1nc2ccccc2nc1NCc1ccco1)c1cccs1,6,173,12,80,68,-6,173,3%,-24%
Cc1c(-c2ccccc2)sc(Br)c1C(=O)N1CCOCC1,16,184,7,92,85,-16,184,6%,-36%
CC(=O)c1cccc(NC(=O)c2cc(-c3ccc(F)cc3)on2)c1,-1,91,.,.,.,1,91,-2%,14%
N#Cc1ccccc1/C=N/Nc1nc(-c2ccccc2)c2cc(Br)ccc2n1,2,145,.,.,.,-2,145,30%,-4%
Brc1cccc(/C=N\n2cnnc2)c1,-3,170,-5,91,96,3,170,0%,9%
CC(C)(C)NC(=O)COC(=O)c1cc(F)c(F)cc1Cl,6,175,.,.,.,-6,175,-4%,15%
COCCn1nnnc1C(c1cc2cc(OC)ccc2[nH]c1=O)N1CCC(Cc2ccccc2)CC1 (stereo unspecified),14,173,-19,4,23,-14,173,4%,-71%
CCN1CCCC1CNC(=O)C1c2ccccc2C(=O)N(CCOC)C1c1ccc(F)cc1 (stereo unspecified),11,114,-2,77,79,-11,114,11%,-42%
O=C(c1ccco1)N1CCN(c2ncnc3c2[nH]c2ccccc23)CC1,-3,53,-19,45,64,3,53,8%,2%
COC(=O)Nc1cccn(Cc2c(Cl)cccc2Cl)c1=O,3,205,.,.,.,-3,205,6%,-6%
Cc1nnc(SCCCN2C(=O)c3ccccc3C2=O)o1,2,136,0,106,106,-2,136,7%,-33%
O=C(NCCO)C1(c2ccccc2)CCCC1,-5,143,8,99,91,5,143,-9%,-14%
O=c1c2ccccc2c2ccccc2c(=O)n1Cc1ccco1,.,.,-6,100,106,.,.,-1%,-9%
COc1ccc(N(CC(=O)NCc2ccco2)S(=O)(=O)c2c(C)nn(C)c2C)cc1,-14,51,6,89,83,14,51,5%,-1%
COCC(=O)Nc1nnc(Cc2ccc(OC)cc2)s1,-7,96,0,97,97,7,96,.,.
O=C(CN1C(=O)c2cccc3cccc1c23)N1CCN(c2ccc(F)cc2)CC1,15,147,4,89,85,-15,147,4%,8%
C=C(C)C1CCC(C)=C1CC(C)(C)/C=N\n1cnnc1 (stereo unspecified),.,.,14,91,77,.,.,-7%,-29%
O=C(CN1CCOCCOCCOCCOCC1)Nc1ccccc1,-7,104,12,94,82,7,104,.,.
CCOC(=O)c1c(C)[nH]c(C(=O)C(C)Sc2ccc(Cl)cc2)c1C (stereo unspecified),-4,165,23,87,64,4,165,1%,-18%
CN(CCCNC(=O)C1CCN(S(=O)(=O)N2CCC3(CC2)OCCO3)CC1)Cc1ccccc1,16,164,20,105,85,-16,164,-15%,-73%
CCC(C)NS(=O)(=O)c1ccc(OCC(=O)Nc2ccc3c(c2)OCCO3)cc1 (stereo unspecified),10,68,0,83,83,-10,68,-7%,19%
CC1=CC(C)(C)Nc2ccc(C)cc21,10,140,15,95,80,-10,140,-9%,-24%
CCc1ccc2c(CC(=O)Nc3nnc(C4CC4)s3)coc2c1,5,189,4,96,92,-5,189,-18%,3%
CCCc1nnc(NC(=O)CCC(=O)Nc2ccc(F)cc2)s1,-17,85,-20,94,114,17,85,1%,-2%
O=C1c2[nH]nc(-c3ccccc3O)c2C(c2ccc(F)cc2)N1Cc1ccco1 (stereo unspecified),5,91,-5,2,6,-5,91,8%,-135%
COCCSc1nnc(-c2cnccn2)o1,-9,117,-3,97,99,9,117,7%,7%
COC(=O)c1cccc(C(=O)Oc2cccc(Br)c2)n1,8,102,.,.,.,-8,102,0%,-11%
CSc1ncccc1C(=O)OCC(=O)N1CCOCC1,-10,152,6,96,90,10,152,4%,4%
COc1ccc(-c2noc(-c3cc(Cl)ccc3Cl)n2)cc1OC,12,128,3,95,92,-12,128,-3%,-1%
COc1ccccc1Cn1cnc2cccnc21,0,189,-4,96,100,0,189,2%,-1%
CCSc1nc(N2CCCCC2)c2c(c1C#N)CCCC2,3,187,-20,55,76,-3,187,-9%,28%
COc1ccccc1NC(=O)C1=C(C)N(c2ccccc2)C(=S)NC1c1cccc(C(F)(F)F)c1 (stereo unspecified),5,149,.,.,.,-5,149,-56%,-50%
CCCC/S(CC1CC1(Cl)Cl)=N\S(=O)(=O)c1ccc(C)cc1 (stereo unspecified),-17,156,9,88,79,17,156,-4%,-14%
CCCCc1nc2ccccc2c(=O)n1NC(=O)c1c(O)c2cccc3c2n(c1=O)CCC3,.,.,-5,109,114,.,.,-6%,-61%
CCCCCCCCCCS(=O)(=O)N/N=C/c1ccc([N+](=O)[O-])cc1,8,71,7,71,64,-8,71,-10%,-55%
CCC(C)Nc1nc2c(c(=O)n(C)c(=O)n2C)n1Cc1cccc(C)c1 (stereo unspecified),-7,87,8,87,79,7,87,.,.
CCOC(=O)c1[nH]c2cc(OC)c(OC)cc2c1NC(=O)C(C)N1CCN(Cc2ccccc2)CC1 (stereo unspecified),-32,54,-9,65,74,32*,54*,6%,-55%
COc1ccc(-n2c(=O)[nH]cc(C(=O)N3CCc4ccccc43)c2=O)cc1,-7,106,-3,93,96,6,106,.,.
COc1ccc(-c2cnc(N)n2CC2CCCO2)cc1 (stereo unspecified),-2,120,10,91,81,2,120,6%,-30%
CCCC(=O)Nc1ccc(C(=O)Nc2nnc(COC)s2)cc1,5,158,-8,74,82,-5,158,18%,-1%
NNC(=O)C1=NOC(CNc2ncc(C(F)(F)F)cc2Cl)C1 (stereo unspecified),22,182,-7,81,88,-22,182,-2%,1%
COc1cccc(/C=N/NC(=O)CC2C(=O)NN=C2C)c1OC (stereo unspecified),9,173,.,.,.,-9,173,3%,-8%
COc1nc(N(CC(N)=O)S(=O)(=O)c2ccccc2)nc(C)c1Cl,-5,86,1,85,84,4,86,.,.
Cn1c(=O)c2c(n(C)c1=O)=NC1(CCCCC1)ON=2,9,99,1,91,90,-9,99,-4%,-16%
COC(=O)COc1ccc(S(=O)(=O)N2CCc3ccccc3C2)cc1,0,186,10,109,100,0,186,0%,5%
O=C(OCc1nnc(-c2ccccc2)o1)c1cn(-c2ccccc2)nc1-c1ccccc1,3,149,2,76,74,-3,149,-192%,-39%
C=CCn1c(SCc2cc(=O)n3ccsc3n2)nc2sc(C)c(C)c2c1=O,.,.,-9,71,80,.,.,10%,6%
O=S(=O)(Nc1ccccc1Cl)c1ccc(F)cc1,14,193,1,103,101,-14,193,-4%,3%
O=C(COC(=O)Cc1cn2ccsc2n1)Nc1nc2ccccc2s1,0,192,-13,7,20,0,192,1%,3%
CN(C)C(CNC(=O)CSc1nnc(-c2ccco2)o1)c1ccccc1 (stereo unspecified),3,102,0,101,101,-3,102,12%,.

# Other results
SMILES,NFkB transloc pot,NFkB transloc pot cell count 2 µM,MRP resist rev,MRP resist rev cytotoxicity,MRP resist rev with doxorubicin,NFkB transloc inh,NFkB transloc inh cell count 2 µM,Bcl-B TR3 displacers,PLAP inhibitors HTS
CSc1ncccc1C(=O)OCC(=O)Nc1cc(C(F)(F)F)ccc1N1CCOCC1,-5,212,-22,63,85,5,212,-17%,1%
O=C(Oc1cccc(NC(=O)c2ccco2)c1)c1cccc(S(=O)(=O)N2CCCCC2)c1,9,132,-11,72,83,-9,132,28%,-1%
C=CCn1c(COc2ccccc2F)nnc1SCC(=O)N1CC(=O)Nc2ccccc21,15,189,10,96,85,-15,189,4%,-19%
COc1ccc(-c2nn(-c3ccccc3)cc2C(=O)N2CCOCC2)cc1,.,.,14,87,73,.,.,6%,-23%
Cc1ccc(-c2nnc(CSc3nnc(COc4ccccc4)n3-c3ccccc3)o2)cc1,-2,168,-5,68,74,2,168,1%,-53%
Cc1nn(-c2ccc(Cl)cc2)c(N)c1C(O)(CSc1nccn1C)C(F)(F)F (stereo unspecified),.,.,-5,74,79,.,.,-16%,-45%
CC(C)Sc1nc2ccccc2n1CC(=O)NCc1ccc2c(c1)OCO2,14,168,12,93,81,-14,168,-3%,9%
Cc1cccc2cc(CN(CCN3CCCC3)C(=O)NC3CCCCC3)c(=O)[nH]c12,.,.,12,88,76,.,.,3%,-67%
O=S(=O)(/N=C(/Nc1cc(N2CCOCC2)ncn1)c1ccccc1)c1ccccc1,18,135,-3,85,88,-18,135,-4%,8%
O=c1c2ccccc2nc(SCc2cccc(F)c2)n1Cc1ccco1,16,175,7,102,95,-16,175,0%,-15%
O=C(CC1C(=O)NCCN1C(=O)Nc1ccccc1)Nc1ccc2c(c1)OCO2 (stereo unspecified),2,162,.,.,.,-2,162,-1%,-35%
CC1(C)CC(=O)C=C(NC2CC(C)(C)NC(C)(C)C2)C1,24,154,-10,99,109,-24,154,9%,16%
CC1(C)Cc2ccccc2-c2nc3ccccc3c(=O)n21,10,215,11,86,74,-10,215,-11%,-2%
O=S(=O)(Nc1nc(-c2sccc2Cl)cs1)c1cc(Cl)ccc1Cl,9,119,.,.,.,-9,119,16%,-31%
Cn1c(=O)c2c(SCc3c(F)cccc3Cl)nc(CC(C)(C)C)nc2n(C)c1=O,-10,193,20,75,55,10,193,6%,-18%

# Ten neighbouring compounds already listed:
SMILES,NFkB transloc pot,NFkB transloc pot cell count 2 µM,MRP resist rev,MRP resist rev cytotoxicity,MRP resist rev with doxorubicin,NFkB transloc inh,NFkB transloc inh cell count 2 µM,Bcl-B TR3 displacers,PLAP inhibitors HTS
Cc1nn(-c2ccc(Cl)cc2)c(N)c1C(O)(CSc1nccn1C)C(F)(F)F (stereo unspecified),.,.,-5,74,79,.,.,-16%,-45%
CC(C)Sc1nc2ccccc2n1CC(=O)NCc1ccc2c(c1)OCO2,14,168,12,93,81,-14,168,-3%,9%
Cc1cccc2cc(CN(CCN3CCCC3)C(=O)NC3CCCCC3)c(=O)[nH]c12,.,.,12,88,76,.,.,3%,-67%
O=S(=O)(/N=C(/Nc1cc(N2CCOCC2)ncn1)c1ccccc1)c1ccccc1,18,135,-3,85,88,-18,135,-4%,8%
O=c1c2ccccc2nc(SCc2cccc(F)c2)n1Cc1ccco1,16,175,7,102,95,-16,175,0%,-15%
O=C(CC1C(=O)NCCN1C(=O)Nc1ccccc1)Nc1ccc2c(c1)OCO2 (stereo unspecified),2,162,.,.,.,-2,162,-1%,-35%
CC1(C)CC(=O)C=C(NC2CC(C)(C)NC(C)(C)C2)C1,24,154,-10,99,109,-24,154,9%,16%
CC1(C)Cc2ccccc2-c2nc3ccccc3c(=O)n21,10,215,11,86,74,-10,215,-11%,-2%
O=S(=O)(Nc1nc(-c2sccc2Cl)cs1)c1cc(Cl)ccc1Cl,9,119,.,.,.,-9,119,16%,-31%
Cn1c(=O)c2c(SCc3c(F)cccc3Cl)nc(CC(C)(C)C)nc2n(C)c1=O,-10,193,20,75,55,10,193,6%,-18%
